HTR1E antagonist: 5-HT1E receptor antagonists, primary screen, cell-based, HTS. CHO 5-HT1E Ga15 NFAT-bla reporter, FRET, antagonist. inhibition, % at 6 µM. actives 0.99% (n = 65,000);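 active = inhibition above a set limit, the mean inhibition across every tested compound plus 3 SD, cut at about 29% in these data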;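 also: signal is the 460 over 535 nm emission ratio of beta-lactamase substrate; 0% = agonist plus DMSO wells and 100% = wells without agonist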
S1P3 agonist: human S1P3 receptor agonists, primary screen, cell-based, primary and confirmation, NFAT-BLA reporter | actives 0.1% (n = 60,000) | Sphingosine 1-phosphate receptor 3 (Homo sapiens), Q99500 | AID 373, 2006 | S1P3 NFAT-BLA reporter cells, agonism, FRET ratio; relative to 1 µM S1P, basal subtracted | activation, % at 4.5 µM;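 active = activation above the screen-wide mean plus 3 SD, cut at about 4.5% in these data, passing the limit was not always enough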; also: some compounds called inactive have numbers as strong as hits
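Assay system: CHO cells stably expressing human S1P3, Gα16 and NFAT-β-lactamase reporter. Timing: overnight plating, 4 h compound 37 °C, 2 h substrate RT. Signal: β-lactamase FRET emission ratio 460/535 nm. Measure: percent activation versus median 1 µM S1P response, basal-subtracted, per plate. Repeats: primary screen single test, confirmation screen in triplicate.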
M1 ag: M1 muscarinic receptor agonists, primary screen, CHO-M1 cells, Fluo-4 calcium, agonist mode; Muscarinic acetylcholine receptor M1; Fluo-4 calcium fluorescence; stronger effect = higher value; B-score at 10 µM; actives 3% (n = 64,000); AID 626, 2007;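 active = fluorescence rise, raw or as B-score row- and column-corrected plate score, outside the 99.7% band of its plate's samples, either direction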
S1P1 ag-PAM: S1P1 agonists and agonism potentiators, primary screen, cell-based, primary and confirmation screens, CRE-bla reporter | Sphingosine 1-phosphate receptor 1 (Homo sapiens), P21453 | S1P1 CRE-bla cells, forskolin, beta-lactamase FRET, potentiator mode; S1P1 agonist co-added at EC20, 2 nM; 100% = saturating reference agonist, 0% = basal | activation, % at 9.5 µM | actives 0.57% (n = 56,000) | AID 449, 2006;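 active = activation above a cutoff set at the mean activation of all tested compounds plus 3 SD, cut at about 54% in these data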;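 also: forskolin at 4 µM as EC80 and the EC20 agonist is SEW2871; 100% = SEW2871 at its EC100 plus forskolin at EC80; some compounds past the cut are filed as inactive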
Target sequence (P21453 whole entry, looked up): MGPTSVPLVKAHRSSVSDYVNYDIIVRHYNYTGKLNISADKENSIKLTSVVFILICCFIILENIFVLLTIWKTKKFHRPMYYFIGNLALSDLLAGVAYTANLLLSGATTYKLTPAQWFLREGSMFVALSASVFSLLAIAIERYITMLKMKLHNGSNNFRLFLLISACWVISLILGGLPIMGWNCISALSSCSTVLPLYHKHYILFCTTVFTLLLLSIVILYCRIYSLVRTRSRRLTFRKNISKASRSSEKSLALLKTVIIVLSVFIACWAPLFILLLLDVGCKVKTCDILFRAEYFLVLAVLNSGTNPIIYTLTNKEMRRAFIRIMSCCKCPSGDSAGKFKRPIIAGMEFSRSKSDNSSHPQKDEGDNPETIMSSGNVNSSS
5-HT1A blocker: human 5-HT1a receptor antagonists, primary screen, cell-based, CHO, Ga15 NFAT-bla reporter; 5-hydroxytryptamine receptor 1A (Homo sapiens), P08908; AID 612, 2007; CHO 5-HT1a Ga15 NFAT-bla reporter, antagonist mode; actives 0.68% (n = 62,000); inhibition, % at 10 µM;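 active = inhibition above the mean of all tested compounds plus 3 SD, cut at about 43% in these data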;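 also: receptor stimulated by 5-CT agonist at 100 nM near EC80; beta-lactamase reporter measured by ratiometric fluorescence of a cleavable substrate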
Target sequence (P08908 whole entry, looked up): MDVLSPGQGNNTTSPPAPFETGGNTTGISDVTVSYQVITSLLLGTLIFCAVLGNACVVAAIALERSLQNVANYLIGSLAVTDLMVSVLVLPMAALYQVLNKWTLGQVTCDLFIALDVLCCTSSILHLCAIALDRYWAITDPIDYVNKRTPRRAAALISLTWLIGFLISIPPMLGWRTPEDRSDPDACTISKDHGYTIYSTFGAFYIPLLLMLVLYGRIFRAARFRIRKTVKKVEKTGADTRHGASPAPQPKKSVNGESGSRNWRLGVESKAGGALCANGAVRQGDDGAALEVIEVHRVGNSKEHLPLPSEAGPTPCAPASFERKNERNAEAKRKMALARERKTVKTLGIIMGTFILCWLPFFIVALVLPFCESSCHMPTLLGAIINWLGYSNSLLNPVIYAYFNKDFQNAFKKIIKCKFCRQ
5HT1a ag: human 5-HT1a receptor agonists, primary screen, cell-based, CHO, Ga15 NFAT-bla reporter; 5-hydroxytryptamine receptor 1A (Homo sapiens), P08908; CHO 5-HT1a Ga15 NFAT-bla reporter, FRET ratio; 0% basal, 100% maximal reference agonist; activation, % at 10 µM; actives 0.56% (n = 65,000); AID 567, 2006;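 active = activation above the screen-wide mean activation plus 3 SD, cut at about 19% in these data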;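 also: 0% = DMSO wells and 100% = 5-CT at EC100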
Jurkat tox 60K: cytotoxicity toward Jurkat T cells, primary screen, cytotoxicity control, cell-based, Jurkat E6.1, 60K MLSMR library | Jurkat E6.1 viability, ATP luminescence, 48 h | inhibition, % at 4 µM | actives 1.2% (n = 56,000) | AID 463, 2006;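 active = inhibition above the mean inhibition of all tested compounds plus 3 SD, cut at about 28% in these data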
M1 antag: antagonists of rat M1 muscarinic receptor. Muscarinic acetylcholine receptor M1 (Rattus norvegicus), P08482. actives 3.4% (n = 64,000). B-score at 10 µM. CHO-M1 cells, Fluo-4 calcium, ACh EC80 antagonist mode; stronger effect = lower value;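 active = calcium fluorescence response, raw or row-and-column corrected B-score, differing from the plate sample mean either way at a set confidence level, mostly lower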
HTR1E agonist: 5-HT1E receptor agonists, primary screen, cell-based, HTS; 5-hydroxytryptamine receptor 1E (Homo sapiens), P28566; CHO 5-HT1E Ga15 NFAT-bla reporter, FRET; 0% DMSO wells, 100% control agonist wells; activation, % at 6 µM; actives 0.69% (n = 65,000);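 active = activation above a set limit, the screen-wide mean activation plus 3 SD, cut at about 8.5% in these data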;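 also: 100% = positive control agonist at 1 µM giving full maximal response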
The depositor's hits bear a star; . = no result given.

cpd | smiles | HTR1E antagonist | S1P3 agonist | M1 ag | S1P1 ag-PAM | 5-HT1A blocker | 5HT1a ag | Jurkat tox 60K | M1 antag | HTR1E agonist
1 | COCCCNC(=O)C1C2C=CC3(CN(Cc4ccc(C)cc4)C(=O)C13)O2 (configuration not stated) | 4.5 | . | 0.467 | . | -1.1 | 2.1 | . | 0.808 | 0.0
2 | O=C(Oc1ccc2c(c1)CCC2)N1CCOCC1 | -2.2 | 0.2 | -0.594 | -24.0 | 0.5 | -7.1 | -0.1 | 0.324 | 0.3
3 | CS(=O)(=O)N(CCc1ccccc1)CC(=O)N1CCN(c2ccccc2)CC1 | -2.2 | -1.1 | -1.46 | . | -2.1 | -0.5 | 3.9 | 0.869 | 0.1
4 | Cc1cnc(-c2nnc(N(C)C(=O)C3CCOC3)s2)cn1 (configuration not stated) | -1.7 | 0.1 | 0.254 | -1.5 | -6.7 | 2.1 | 1.1 | -1.24 | -0.1
5 | O=C(OCc1cc2ccccc2[nH]c1=O)c1ccccc1 | 4.7 | 0.6 | -0.725 | -40.6 | -13.4 | -1.3 | -12.2 | 0.337 | 1.2
6 | COc1ccccc1OCC(=O)Nc1ccc(O)cc1C(=O)O | -1.6 | -0.9 | 0.000764 | 6.3 | -1.4 | -4.6 | -4.8 | 0.329 | 0.0
7 | CCn1c(CNc2ccc(F)cc2)nnc1SCC(=O)OC1CCCCC1 | -3.8 | -0.2 | -1.51 | 2.2 | 5.8 | -1.5 | 5.8 | -0.486 | -1.2
8 | COc1ccc(NC(=O)C2CCCN(c3c4c(nc5ncnn35)CCC4)C2)cc1 (configuration not stated) | 1.0 | -0.7 | 0.487 | -20.1 | -9.3 | -0.5 | 22.9 | -0.285 | -0.9
9 | Cc1cccc(NC(=O)CCCCCN2C(=O)c3ccccc3C2=O)n1 | -2.2 | -1.1 | 0.408 | . | 10.1 | 1.5 | -1.8 | 0.000257 | 1.5
10 | Cc1ccc(C)n1-c1cccc(C(=O)O)c1 | -9.0 | 0.6 | -0.84 | -22.4 | -24.7 | -3.1 | 7.5 | 0.402 | 1.0
11 | CCCCn1c(CNC(=O)CCC)nc2ccccc21 | -1.9 | -0.3 | 1.23 | -1.1 | 3.0 | -2.8 | -6.0 | -0.00732 | 1.3
12 | O=C(OCc1ccccc1)Oc1cncc(C(=O)O)c1 | -7.3 | -0.2 | -0.498 | 16.1 | -8.7 | -0.6 | 1.4 | 0.383 | 0.8
13 | O=C(Nc1ccc2c(c1)nc1n2CCOC1)c1ccco1 | 11.0 | -0.6 | 0.161 | 9.1 | 6.4 | -3.1 | 2.8 | -0.152 | -1.1
14 | Cc1cc(C)c2c(n1)nn1c(N3CCN(c4ccccc4)CC3)cc(C)nc21 | 7.4 | -1.2 | -1.53 | -8.4 | -5.5 | 2.1 | -5.7 | 0.243 | 0.7
15 | CN(C)c1ccc(-c2ccncc2)cc1 | -3.3 | -1.1 | 0.0863 | -15.2 | -12.3 | -2.0 | -1.0 | 0.462 | 0.4
16 | CC1(C)C(c2ccc(Cl)cc2)=[N+]([O-])C2(CCCC/C2=N\O)N1O (configuration not stated) | -1.9 | 0.2 | 0.0109 | -12.6 | -2.8 | -0.4 | -2.8 | 0.0507 | -0.6
17 | CC1CN(C)C(C)CC1NCc1ccc2c(c1)OCO2 (configuration not stated) | 6.5 | -0.9 | 0.242 | -3.1 | -5.1 | -2.9 | 3.5 | -0.227 | -1.5
18 | c1ccc(C2=Nn3c(nnc3-c3n[nH]c4c3CCC4)SC2)cc1 | -2.5 | 0.1 | -0.14 | -28.3 | -15.4 | -2.2 | 7.6 | 0.357 | 0.7
19 | CCn1c(SCC(=O)Nc2nc(C)cs2)nnc1-c1ccco1 | 0.8 | 0.8 | 0.17 | -32.3 | 4.8 | -5.7 | -8.7 | -0.819 | 0.3
20 | O=C(c1ccco1)N1CCN(S(=O)(=O)c2cccc(C(F)(F)F)c2)CC1 | -1.2 | -0.2 | 0.419 | . | -1.1 | 0.1 | 3.5 | -0.177 | 0.2
21 | Cc1ccc2nc(SCC(=O)NCC3CCCO3)c(C#N)cc2c1 (configuration not stated) | 3.6 | -0.8 | 1.13 | 7.9 | 5.3 | 0.6 | -2.5 | 0.23 | 0.2
22 | CCOCCCNC(=O)N1CCOCC1 | 8.8 | -1.1 | 0 | 9.5 | -4.3 | -1.1 | 2.5 | 0.948 | -1.5
23 | O=C(CC1Oc2ccccc2NC1=O)NCCCN1CCCC1=O (configuration not stated) | 0.0 | -1.8 | 0.783 | -5.2 | 6.0 | 0.6 | 1.2 | 0.189 | -1.0
24 | N#CCCn1cc(/C=N/O)c(-c2ccc(-c3ccccc3)cc2)n1 | 11.4 | -1.2 | 0.626 | 16.1 | 16.9 | -4.2 | 43.0* | 0.382 | 0.0
25 | COc1cccc2cc(C(=O)N3CCc4ccccc4C3)c(=O)oc12 | 6.8 | -0.7 | -0.707 | 23.7 | -7.7 | -0.5 | -0.1 | -0.0626 | 0.3
26 | CC(C)(C)OC(=O)N[C@@H](Cc1ccccc1)c1nnc(S(=O)(=O)Cc2ccccc2)o1 | 55.3* | -0.4 | 20.7* | 85.9* | 78.2* | -3.4 | 10.3 | -0.601 | 1.0
27 | CCc1nc(N2CCCC2C(=O)O)c2oc3ccccc3c2n1 (configuration not stated) | -10.6 | 0.0 | -0.00174 | -12.9 | 0.1 | -0.7 | 0.8 | 1.07 | 0.9
28 | Cc1ccc(CSc2nc3c(c(=O)[nH]c(=O)n3C)n2CCC(C)C)cc1 | 19.2 | -1.5 | 0.0434 | -0.3 | -10.4 | 3.3 | 10.9 | 0.00818 | 1.7
29 | Cc1ccc(NC(=O)C2CCCN(S(=O)(=O)c3cccs3)C2)cc1 (configuration not stated) | -6.5 | -0.7 | -0.35 | -15.7 | -6.3 | -2.0 | 4.4 | -0.688 | -0.1
30 | COC(=O)c1ccccc1S(=O)(=O)N(CCCN1CCOCC1)Cc1cccs1 | 0.5 | 0.6 | -0.216 | -1.7 | -9.3 | -0.6 | -3.9 | -0.00123 | -0.3
31 | COc1ccc(CCNC(=O)CSc2nc(O)c(CC(C)C)c(=O)[nH]2)cc1OC | -7.2 | 0.8 | -0.00536 | 9.7 | -6.9 | -0.5 | 0.0 | 0.00737 | 0.0
32 | COc1ccccc1-c1noc(CCC(=O)Nc2ccccc2Cl)n1 | 7.8 | -0.4 | 0.0451 | -0.1 | 7.2 | 0.4 | 7.9 | 0.584 | -1.9
33 | COC(=O)c1sccc1NC(=O)Cn1nnc(-c2ccc(C)cc2)n1 | 14.8 | -0.9 | 1.22 | . | 4.1 | -4.0 | -3.1 | 0.461 | -0.1
34 | COC(=O)c1ccc(N2C(=O)CC(N3CCOCC3)C2=O)cc1 (configuration not stated) | -2.9 | -0.9 | -2.12 | -13.1 | -12.9 | -0.1 | 8.8 | -0.0566 | 0.5
35 | CCN(CC(=O)NCc1cccs1)c1nnnn1-c1ccccc1 | 28.8* | -0.2 | -0.0619 | 26.6 | 18.4 | -6.7 | 1.5 | 0.588 | 0.0
36 | CC(C)NC(=O)CN(CCc1ccccc1)S(C)(=O)=O | 1.0 | -0.7 | -0.0124 | -5.3 | 13.0 | -3.5 | -0.1 | 0.365 | -1.1
37 | CCc1ccc(NC(=O)c2cc(C)on2)cc1 | -0.2 | -0.8 | -0.126 | -6.3 | 1.6 | -1.5 | -4.2 | 1.04 | -0.9
38 | Cc1ccc2nc(Nc3ncc4c(n3)CCCC4=O)nc(C)c2c1 | 0.3 | -0.6 | 0.354 | -13.0 | 8.4 | -0.2 | -3.7 | -2.74* | -0.1
39 | O=C1Nc2cc3c(cc2Sc2ccccc21)OCCO3 | -2.2 | -0.4 | 0.105 | -2.9 | -3.7 | 2.4 | -1.1 | -0.00505 | -0.3
40 | Nc1ccc(-n2nncc2-c2ccco2)cc1 | 1.7 | -0.4 | -1.05 | 8.6 | -1.2 | -2.3 | -0.8 | 0.0134 | -1.0
41 | Cn1c(Cn2nnc3ccccc32)nnc1SCC(=O)Nc1ccc2c(c1)OCO2 | -1.5 | 0.3 | 0.202 | 1.6 | -1.8 | -1.5 | -3.6 | -0.404 | 0.1
42 | COc1cccc(NS(=O)(=O)c2ccc(NC(C)=O)cc2)c1 | -1.7 | -0.8 | 0.307 | 20.3 | -8.2 | -1.5 | 3.2 | 0.0506 | -0.3
43 | Cc1ccc2cc3c(NC(=O)c4ccco4)nn(C)c3nc2c1 | 16.4 | -1.1 | -0.199 | -5.6 | 5.6 | -1.5 | 2.9 | 0.108 | 1.4
44 | CCC(C(=O)Nc1cc(C)nn1-c1nc(C)cc(C)n1)c1ccccc1 (configuration not stated) | 22.8 | 0.1 | 1.21 | -47.3 | 12.5 | 0.9 | -1.1 | 0.281 | 0.4
45 | COc1ccccc1NC(=O)c1ccc(Cl)c(S(=O)(=O)N2CCOCC2)c1 | 7.9 | -1.4 | -1.98 | -14.9 | 1.7 | -1.4 | 6.8 | 0.234 | -1.2
46 | O=C(CCS(=O)(=O)c1cccc2nsnc12)N1CCN(Cc2ccc3c(c2)OCO3)CC1 | 13.6 | . | -0.508 | . | 1.5 | -1.6 | . | -2.49* | -0.3
47 | COc1ccc(N2CCN(Cc3nc(N)nc(Nc4ccccc4OC)n3)CC2)cc1 | -2.0 | -0.9 | . | 6.0 | -3.5 | 0.1 | -7.2 | . | -0.6
48 | CN1CCN(/C=N/c2c(C#N)cnn2-c2ccccc2)CC1 | 16.5 | -0.5 | . | . | -1.9 | -1.3 | 4.5 | . | 0.3
49 | Cc1ccc(N(C(C)C(=O)O)S(=O)(=O)c2c(C)n[nH]c2C)cc1 (configuration not stated) | -4.7 | -0.1 | 0.493 | -22.5 | 1.6 | -5.6 | -16.5 | 0.128 | -0.7
50 | Cn1c(CNc2ccccc2O)nc2ccccc21 | -14.0 | -0.1 | 0.021 | -19.1 | 16.2 | -0.8 | 7.4 | -1.77 | 0.6
51 | O=C(CN1C(=O)COc2ccccc21)N1CCc2ccccc21 | 14.2 | -1.2 | -0.695 | 9.3 | 9.2 | -2.9 | 8.4 | -1.09 | -1.1
52 | CC(C)CCNC(=O)Cn1cc2c(n1)CCCCC2 | -3.5 | -1.6 | 0.0389 | -29.6 | -1.6 | 0.7 | 6.3 | 0.355 | -0.2
53 | CCCSc1nc2c(c(=O)n1CC)SC(C)C2 (configuration not stated) | 7.9 | -0.3 | 0.772 | -4.1 | 11.6 | -0.8 | -5.1 | -0.0314 | 0.6
